Assay outcomes deposited in PubChem BioAssay by several laboratories.
CDK5 inh = inhibitors of human CDK5/p35 kinase | Recombinant CDK5/p35, ADP-Glo luminescence, 60 min | inhibition, % at 10 µM | hit rate 0.01% among 330,000;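 active = highest replicate inhibition of at least 50% and at least 75% of replicates reaching 50%; inconclusive = only one of the two criteria met; inactive = both criteria failed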;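 note: plate controls were DMSO neutral control for no effect and GW8510 at 10 µM for full effect; many of its hits are not listed in these tables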
Target sequence (Q00535 whole entry, looked up): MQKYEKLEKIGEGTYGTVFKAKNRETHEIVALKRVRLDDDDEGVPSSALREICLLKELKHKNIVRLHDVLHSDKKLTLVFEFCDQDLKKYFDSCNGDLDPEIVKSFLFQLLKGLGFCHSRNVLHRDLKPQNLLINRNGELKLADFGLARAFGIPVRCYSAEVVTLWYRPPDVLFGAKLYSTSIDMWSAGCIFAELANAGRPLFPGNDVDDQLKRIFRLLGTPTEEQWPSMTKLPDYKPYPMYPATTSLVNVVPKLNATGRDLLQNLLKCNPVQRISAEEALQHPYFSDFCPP
Target sequence (Q15078 whole entry, looked up): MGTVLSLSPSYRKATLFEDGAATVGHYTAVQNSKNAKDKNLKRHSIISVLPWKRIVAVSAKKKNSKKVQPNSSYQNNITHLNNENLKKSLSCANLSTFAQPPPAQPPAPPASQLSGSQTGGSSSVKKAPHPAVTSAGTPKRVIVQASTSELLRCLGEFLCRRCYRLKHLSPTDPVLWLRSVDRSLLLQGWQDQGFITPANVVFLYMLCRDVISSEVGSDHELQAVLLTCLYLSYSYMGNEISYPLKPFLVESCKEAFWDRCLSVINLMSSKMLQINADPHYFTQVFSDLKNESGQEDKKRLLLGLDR
Rtt109 Vps75 = C. albicans Rtt109 histone acetyltransferase inhibition; purified Rtt109/Vps75, ThioGlo CoA-SH fluorescence, 4 h; hit rate 0.16% among 330,000; inhibition, % at 34.9 µM; Q5AAJ8; AID 540336;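 active = inhibition of at least 50% in every replicate; inconclusive = best replicate reaches 50% inhibition but some replicates fall short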
Target sequence (Q5AAJ8 whole entry, looked up): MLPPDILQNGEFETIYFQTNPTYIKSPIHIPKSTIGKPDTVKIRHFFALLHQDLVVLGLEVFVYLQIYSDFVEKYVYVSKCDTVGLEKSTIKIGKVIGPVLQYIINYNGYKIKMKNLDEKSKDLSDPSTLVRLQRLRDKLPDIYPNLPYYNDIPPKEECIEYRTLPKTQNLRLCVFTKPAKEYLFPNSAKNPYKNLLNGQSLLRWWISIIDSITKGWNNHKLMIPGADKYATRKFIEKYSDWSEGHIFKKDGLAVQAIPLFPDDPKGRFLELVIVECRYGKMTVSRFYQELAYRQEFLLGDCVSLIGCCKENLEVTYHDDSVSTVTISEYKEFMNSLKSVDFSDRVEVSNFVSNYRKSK
CAL PDZ FP-1 = blocks peptide binding to human CAL PDZ domain | AID 504414 | purified CAL PDZ, TMR-peptide fluorescence polarization, 1 h | inhibition, % at 20 µM | hit rate 0.02% among 330,000 | Q9HD26;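 active = highest replicate inhibition of at least 40%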;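 note: plate controls were DMSO neutral control wells for no effect and unlabeled competitor peptide control wells for full effect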
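Test system: tagged CAL PDZ domain / Buffer or medium: sodium phosphate/NaCl buffer pH 7.4 with TCEP, IgG, Thesit / Reagent: TMR-labelled reporter peptide T*-PRC34 bound in PDZ groove / Compound dosing: single point, 20 µM / Schedule: 1 h incubation at room temperature before polarization reading / Technique: fluorescence polarization (mP) / Benchmarks: unlabelled peptide, DMSO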
Tat transport = blocks Tat-dependent protein export in E. coli. E. coli MC4100 TorA-mCherry Tat export, fluorescence. inhibition, % at 10 µM. hit rate 0.036% among 340,000;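 active = mean replicate inhibition at least 50% and at least half of replicates individually reaching 50%; inconclusive = only one of the two criteria met; inactive = neither criterion met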;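 note: exported cargo escapes ClpAP degradation while cytoplasmic cargo is degraded and loses fluorescence; 0% = median of neutral control wells and 100% = median of NaSCN control wells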
V-ATPase pHluor = regulators of yeast V-ATPase proton transport. S. cerevisiae, pHLuorin cytosolic pH fluorescence. response, % at 10 µM. hit rate 0.37% among 350,000. AID 504577; in the data active = response mostly above about 7.3%, no sharp cut-off; inactive = mostly below about 5.4%; note: actives read high; inactives centre near 0; some compounds called inactive have numbers as strong as hits
Wnt act = Wnt/beta-catenin pathway activation; activation, % at 9.35 µM; hit rate 1.2% among 300,000; AID 743398; Wnt/beta-catenin reporter cell assay, activator, plate reader; in the data active = activation above about 30%, passing the limit was not always enough; inconclusive = no clear call, values can overlap the other calls;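 note: 0% = neutral control wells and 100% = positive control wells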
RTF Ca sens act = increases calcium sensitivity of human cardiac regulated thin filaments | hit rate 0.24% among 340,000 | IANBD-labeled TnC RTF fluorescence at EC20 calcium; 0% EC20 calcium, 100% full calcium | P19429+P45379 | AID 493008 | activation, % at 7.2 µM;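 active = activation above the mean over all tested compounds plus 3 SD, cut at about 30% in these data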;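 note: rise in fluorescence read as greater calcium sensitivity of cardiac thin filaments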
MITF TRPM1 HTS = increases MITF-driven TRPM1 promoter luciferase signal. AID 588334. hit rate 0.75% among 300,000. activation, % at 12.5 µM. SK-MEL-5 TRPM1-promoter luciferase, 24 h; % of positive control, neutral wells = 0;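 active = mean activation of at least 80% with every replicate also reaching 80%; inconclusive = mean reaches 80% but some replicate falls short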;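 note: 0% = neutral control wells and 100% = parthenolide positive control wells; values of inactives mirror those of a sister screen read the other way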
dFosB activator = mouse delta FosB homodimer activation; P13346; purified delta FosB, TAMRA-CDK5 oligo fluorescence polarization; percent of positive-control signal above neutral wells; activation, % at 25 µM; hit rate 0.99% among 340,000;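 active = mean activation above about 17%, with every replicate also reaching it, limit read from the data, passing the limit was not always enough; inconclusive = only one of the two conditions met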;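 note: fluorescence polarization rise as delta FosB binds a TAMRA Cdk5 AP-1 oligo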
CAL PDZ FP-2 = CAL PDZ (human) peptide binding inhibition; purified CAL PDZ, TMR-peptide fluorescence polarization, 1 h; inhibition, % at 24.9 µM; hit rate 0.92% among 300,000; AID 602252;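 active = mean inhibition of at least 30% with at least half of replicates also reaching 30%; inconclusive = no clear call, values can overlap the other calls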;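 note: 0% = DMSO neutral control and 100% = excess unlabeled competitor peptide PRC23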
Numbers without * were called inactive; u = inconclusive; x = not tested or not shown.

SMILES	CDK5 inh	Rtt109 Vps75	CAL PDZ FP-1	Tat transport	V-ATPase pHluor	Wnt act	RTF Ca sens act	MITF TRPM1 HTS	dFosB activator	CAL PDZ FP-2
Nc1nc2n(n1)C(c1ccccc1Cl)CC(c1ccc(F)cc1)N2 (stereo unspecified)	2.3	10	0.1	-1	5	-6	6	0	0	-1
Cc1ccc(/C=C/C(=O)Nc2nc3ccccc3[nH]2)cc1	-1.5	1	-2.2	-5	-3	28	-4	107*	1	21
Cc1nnc(SCC(=O)N2CCN(Cc3ccccc3)CC2)s1	-0.7	3	0.3	-4	0	1	7	1	4	-6
CC1=NN(c2ccccc2)C(=O)/C1=C\c1ccc(Oc2ccc([N+](=O)[O-])cc2[N+](=O)[O-])cc1	-3.4	3	0.0	-4	-2	9	2	-21	-12	-3
COc1cccc(NC(=O)CNC(=O)c2ccc(OC)c(OC)c2)c1	5.9	x	-2.7	-5	-2	2	-4	7	-8	1
CC12CCC(=O)N1C(C(=O)Nc1nccs1)CS2 (stereo unspecified)	-1.5	-7	-1.4	7	5	-1	2	-10	-2	1
Cc1cc(C)c(NC(=O)CSc2nnc(CNC(=O)c3ccco3)o2)c(C)c1	-0.5	18	-0.7	6	2	-1	3	3	-2	-5
CC[C@H]1c2[nH]c3ccccc3c2C[C@@H]2C(=O)N(c3ccc(F)cc3)C(=O)N21	-0.8	8	0.2	-2	1	-1	0	6	-1	1
Oc1ccc(N=Nc2n[nH]c(-c3ccc(Br)cc3)n2)cc1	-0.3	-1	-0.8	-25	-4	4	2	9	1	3
CCN(C[C@H]1N[C@@](Cc2ccccc2)(C(=O)OC)[C@H]2C(=O)N(Cc3ccccc3)C(=O)[C@@H]12)C(=O)COC	1.9	3	0.0	4	2	-1	2	-2	3	-6
N#Cc1cc(N2CCOCC2)nc2ccccc12	0.7	-12	-1.2	2	4	0	-5	-7	6	1
CCC1Nc2ncnc(N3CCN(c4ccccc4)CC3)c2N(Cc2ccc(Br)cc2)C1=O (stereo unspecified)	0.6	-4	1.3	8	-1	-4	-9	-8	-5	1
CCN(C(=O)CN1CCN(c2ccccc2F)CC1)c1c(N)n(Cc2ccccc2)c(=O)[nH]c1=O	-0.6	-7	0.0	-7	3	0	-3	1	-4	x
CNC(=O)CCc1[nH]c2ccccc2c1Sc1ccccc1	0.5	5	-1.1	-12	-1	2	3	12	-5	-3
Cc1ccc(CN(C)C(=O)CCc2nc3sc4c(c3c(=O)[nH]2)CCCC4)o1	0.3	-10	-2.6	5	0	0	-3	-9	-6	-3
Cn1c(-c2ccc3nc(N)sc3c2)nc2cc(N)ccc21	0.5	-1	1.1	-5	-3	-17	-10	18	-3	-5
COC(=O)c1cc(=O)nc2sc3cc(OC)ccc3n12	1.9	6	-0.6	1	4	0	4	7	1	0
O=c1c2ccccc2c2ccccc2c(=O)n1CC1CCCO1 (stereo unspecified)	-0.2	-21	-0.8	-14	-3	x	1	-4	-4	4
COCC(=O)Nc1nnc(-c2ccc(C(C)(C)C)cc2)s1	4.8	6	-1.7	-10	4	1	-1	91*	-17	-2
O=C(CN1CCc2ccccc21)NCc1ccccc1Cl	-1.4	2	-0.1	1	1	2	-2	5	-2	-9
N#CCCN1CCN(S(=O)(=O)c2ccc(C3CCCCC3)cc2)CC1	-1.4	-1	-0.3	4	-2	-5	-2	-12	-7	-3
Cc1cc(NC(=O)c2ccc([N+](=O)[O-])cc2)n(C)n1	-1.0	-12	-0.5	u	-2	-3	x	x	-4	-1
COc1ccccc1C(=O)N(Cc1cccs1)C1CCS(=O)(=O)C1 (stereo unspecified)	0.3	-1	0.6	1	-3	x	-5	1	1	-2
C/C(CC(=O)Nc1ccc(Cl)c(Cl)c1)=N\NC(N)=S	0.6	1	-1.0	-1	0	-12	-2	23	-2	-6

Quoted from the listing.
`COC(=O)c1cc(=O)nc2sc3cc(OC)ccc3n12` in MITF TRPM1 HTS = 7
`Cn1c(-c2ccc3nc(N)sc3c2)nc2cc(N)ccc21` in CAL PDZ FP-1 = 1.1

The listing continues:
SMILES	CDK5 inh	Rtt109 Vps75	CAL PDZ FP-1	Tat transport	V-ATPase pHluor	Wnt act	RTF Ca sens act	MITF TRPM1 HTS	dFosB activator	CAL PDZ FP-2
CC(C)N(C)CCOC(=O)C1COc2ccccc2O1 (stereo unspecified)	-0.2	-7	-0.7	24	0	-1	6	x	-6	-1
CC(C)[C@H](CN(N=O)[C@@H](Cc1ccccc1)CN(C)N=O)N(CCc1ccccc1)N=O	-0.3	-8	-0.1	-5	2	1	4	6	-11	0
Cc1ccc(S(=O)(=O)[N-]c2nc3ccccc3nc2-n2cc[n+](CCC(C)C)c2)cc1	0.9	-17	-0.2	-4	0	x	-1	0	-6	-5
CCOC(=O)c1ccc(NC(=O)C2C3CCCCC32)cc1 (stereo unspecified)	1.4	13	1.3	4	2	3	1	82*	-2	-2
CCOC(=O)[C@H]1[C@H]2COc3ccc(Br)cc3[C@@H]2N2C(=O)c3cc(OC)c(OC)cc3NC(=O)[C@@]12C	-0.3	15	-2.2	-12	2	0	1	-12	-1	-7
COc1ccc(N2CCCC2)c(NC(=O)COc2ccccc2)c1	-0.6	-5	-0.3	-6	-4	-1	0	-15	-9	-3
CCO[C@H]1OC(C(=O)O)=C[C@@H](C(C)(C)C)[C@@H]1CCCO	0.1	-4	1.3	3	-2	-5	4	-1	-1	0
COc1ccc(OC)c(S(=O)(=O)N2CCC(C(=O)N(C)Cc3ccccc3)CC2)c1	0.3	-9	-1.2	-9	2	-2	-5	-7	-1	-3
CCC(=O)Oc1ccc(C(CC)C(CC)c2ccc(OC(=O)CC)cc2)cc1 (stereo unspecified)	-0.1	3	-1.6	-9	-5	-2	-4	-17	1	-2
C=C(C)C(=O)N1CC2(CC(c3cccc(NC(=O)CC(c4ccccc4)c4ccccc4)c3)=NO2)C[C@H]1C(N)=O (stereo partly specified)	0.6	1	-0.5	-1	4	-3	-4	-7	5	-5
CC1CN(C(=S)SCCN2C(=O)CCC2=O)CC(C)O1 (stereo unspecified)	1.1	11	0.2	0	0	0	0	1	-10	x
COc1ccc(/C=C(\NC(=O)c2ccccc2)C(=O)NCc2cccnc2)cc1	0.9	-9	-4.8	1	-3	0	7	-6	-15	x
CC(C)[C@H](NC(=O)c1ccccc1)C(=O)OCc1nc2scc(-c3ccccc3)c2c(=O)[nH]1	1.5	2	-0.7	5	-2	x	5	7	-3	-3
CCCSc1nnc2n(-c3ccccc3OC)c(=O)c3c4c(sc3n12)CCC4	-1.7	-1	-1.6	5	1	x	6	5	0	3
COc1cc(C(CC(=O)N2CCCC2)c2c(OC)cc(OC)c3ccc(=O)oc23)cc(OC)c1OC (stereo unspecified)	0.6	-5	0.4	-2	-2	-4	14	2	-2	-1
Cn1c(=O)c2c(nc(Br)n2C)n(C)c1=O	1.0	-6	1.0	4	-3	x	-3	1	-1	x
COc1ccccc1NC(=O)c1cc(-c2ccc(OC)c(OC)c2)nc2ccccc12	1.7	0	0.4	-7	3	6	4	4	-6	-6
COc1ccc(CC(=O)Nc2cc(NC(=O)Cc3ccc(OC)c(OC)c3)cc(C(=O)O)c2)cc1OC	-0.2	6	-8.5	0	7	-1	-2	-10	1	-4
O=C(CSc1nc2ccccc2[nH]1)N1CCN(S(=O)(=O)c2ccc(Cl)cc2)CC1	-6.1	-1	-1.5	3	-2	x	11	-15	-3	-4
O=C(NNc1cccc(Cl)n1)Nc1cccc(C(F)(F)F)c1	-7.0	1	-1.5	-6	-3	-5	-2	-17	1	0
COc1ccc(C2=NS(=O)(=O)N(C)C(C(=O)Nc3ccc(F)cc3F)=C2)cc1	-0.6	2	-1.0	-10	-9	-5	-4	x	-3	x
O=C(CCNS(=O)(=O)c1ccc(Br)cc1)NNC(=O)C1COc2ccccc2O1 (stereo unspecified)	2.4	x	-2.5	-3	2	2	-2	-3	-3	-8
COC(=O)c1ccc(N2CCN(C)CC2)c(NC(=O)c2cccnc2)c1	0.0	-1	-0.1	-15	-1	0	6	-2	-2	-5
COC(=O)C1=C(C)NC(C)=C(C(=O)OC)C1C(=O)OCC(=O)c1ccc(F)cc1	1.6	-3	-1.6	-2	4	0	4	-7	-8	2
CCCOc1c(Br)cc(C(=O)OCC(=O)NC(=O)c2cccn2C)cc1OC	-2.0	1	-0.3	-3	-2	-4	-2	-3	8	-7
COc1ccc(C(CNC(=O)c2cccc(S(=O)(=O)N3CCOCC3)c2)N2CCCC2)cc1 (stereo unspecified)	-0.2	16	0.7	-7	0	-1	-4	2	-5	-4
COc1ccc(/C=N/NC(=O)c2ccncc2)cc1CSc1nc2ccccc2s1	-3.4	4	-8.9	13	-2	3	-4	1	-9	x
CC1CN(C(=O)CSc2nc(-c3ccc(F)cc3)cs2)CC(C)O1 (stereo unspecified)	-1.0	-6	-4.1	2	-2	-3	5	8	-4	x
FC(F)(F)c1ccnc(Oc2ccc(C3=NCCS3)cc2)c1	0.5	5	-1.0	-1	-5	50*	0	102*	11	-1
COc1ccc(-c2noc(CCC(=O)NCCCN3CCC(C)CC3)n2)cc1	2.7	0	0.2	6	2	x	3	15	-1	2
CCN(CC(=O)Nc1ccccc1C(F)(F)F)C(=O)c1ccc(N2C(=O)CCC2=O)cc1	0.5	8	-0.2	-13	-3	5	-5	6	1	2
COc1ccc(C(=O)NCCSc2ccccc2)cc1	-1.8	0	-0.8	0	0	20	0	1	0	1
COC(=O)c1sccc1NC(=O)c1cc(C)on1	0.2	1	-1.1	9	4	1	-4	-19	-13	-6
COCC(C)NC(=O)c1ccc(CN2CCc3ccccc3C2)cc1 (stereo unspecified)	0.6	3	-3.4	3	0	-2	0	2	3	-3
NS(=O)(=O)c1ccc(NCc2ccccc2OCc2ccccc2F)cc1	-1.2	-4	-0.3	-7	0	0	-1	-3	-1	5
CC(C)CN1CCN(Cc2cccn2-c2cccnc2)CC1CCO (stereo unspecified)	0.5	-17	-2.1	-8	-3	-1	-2	-2	0	-4
COc1ccc(CCNC(=S)N2CCC(C(N)=O)CC2)cc1	0.7	-5	-1.5	3	1	12	-1	-7	-8	-3
CCCCN(C)C(=O)Cn1cnc2sc(C)c(S(=O)(=O)N3CCN(c4ccccc4OC)CC3)c2c1=O	0.6	0	-0.7	-4	6	-4	-5	-9	-17	4
COc1ccccc1/C=C/C=N/N1CCN(c2ccccn2)CC1	-0.2	4	-0.7	-5	-4	x	-5	4	-10	1
COc1ccc(-c2nn(-c3ccccc3)cc2C(=O)Nc2ccc(C(=O)O)cc2)cc1	-1.4	15	-3.1	-6	-2	-1	1	11	-16	-9
CCOc1cc(C2c3c(oc4cc(C)c(Cl)cc4c3=O)C(=O)N2Cc2ccco2)ccc1O (stereo unspecified)	1.3	-3	-0.2	-9	3	-2	3	-18	0	4
